# MITF primary = MITF inhibitors, primary screen, biochemical, AlphaScreen, human. inhibition, % at 2.6 µM. Microphthalmia-associated transcription factor (Homo sapiens), O75030. AlphaScreen MITF homodimerization, bead proximity signal. 650,000 tested, 0.91% active; in the data active means inhibition above about 50%;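 further: 0% = vehicle wells with protein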
# FBW7 act = FBW7 E3 ligase activators, primary screen, biochemical, AlphaScreen, human | F-box/WD repeat-containing protein 7 (Homo sapiens), Q969H0 | AlphaScreen FBW7–phospho-cyclin E peptide binding, activator screen | normalized activity (activation), % at 26.1 µM | 650,000 tested, 0.13% active; in the data active means normalized activity above about 1.9%;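 further: purified mutant Fbw7 with reduced substrate affinity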
# Target sequence (Q969H0 whole entry, looked up): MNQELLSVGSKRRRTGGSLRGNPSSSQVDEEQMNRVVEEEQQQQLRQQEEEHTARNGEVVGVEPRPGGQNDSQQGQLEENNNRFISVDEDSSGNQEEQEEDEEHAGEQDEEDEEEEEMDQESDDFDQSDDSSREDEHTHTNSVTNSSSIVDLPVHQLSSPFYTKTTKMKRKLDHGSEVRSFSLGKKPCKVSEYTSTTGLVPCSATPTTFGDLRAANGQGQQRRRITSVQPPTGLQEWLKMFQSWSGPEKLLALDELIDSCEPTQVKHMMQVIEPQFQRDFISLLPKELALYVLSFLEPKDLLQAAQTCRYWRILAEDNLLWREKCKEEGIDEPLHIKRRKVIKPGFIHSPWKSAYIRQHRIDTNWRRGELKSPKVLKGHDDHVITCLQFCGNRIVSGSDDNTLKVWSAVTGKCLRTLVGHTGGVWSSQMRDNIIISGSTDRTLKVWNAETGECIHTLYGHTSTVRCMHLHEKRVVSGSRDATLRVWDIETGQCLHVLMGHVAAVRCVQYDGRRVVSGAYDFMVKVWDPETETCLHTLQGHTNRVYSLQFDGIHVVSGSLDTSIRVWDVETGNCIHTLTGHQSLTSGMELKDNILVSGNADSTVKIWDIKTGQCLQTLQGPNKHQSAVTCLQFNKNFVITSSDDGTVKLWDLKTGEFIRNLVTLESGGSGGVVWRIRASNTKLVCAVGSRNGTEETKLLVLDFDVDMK
# TEAD-YAP block = TEAD-YAP interaction inhibition, primary screen, TEAD-YAP interaction inhibitor project, luminescence, HEK-TIYL cells; TEAD-Gal4/YAP UAS-luciferase luminescence; inhibition, % at 9.12 µM; 640,000 tested, 1.4% active; AID 1259422, 2018; in the data active means inhibition above about 32%;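 further: 0% = median of test compound wells and 100% = reference inhibitor wells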
# GPR151 activ = activators of human GPR151, primary screen, cell-based, PathHunter beta-arrestin, luminescence. G-protein coupled receptor 151 (Homo sapiens), Q8TDV0. PathHunter beta-arrestin GPR151 cells. activation, % at 11.2 µM. 650,000 tested, 1% active. AID 1508602, 2020; in the data active means activation above about 4.9%;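 further: 0% = median of compound wells and 100% = cells with positive control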
# Target sequence (Q8TDV0 whole entry, looked up): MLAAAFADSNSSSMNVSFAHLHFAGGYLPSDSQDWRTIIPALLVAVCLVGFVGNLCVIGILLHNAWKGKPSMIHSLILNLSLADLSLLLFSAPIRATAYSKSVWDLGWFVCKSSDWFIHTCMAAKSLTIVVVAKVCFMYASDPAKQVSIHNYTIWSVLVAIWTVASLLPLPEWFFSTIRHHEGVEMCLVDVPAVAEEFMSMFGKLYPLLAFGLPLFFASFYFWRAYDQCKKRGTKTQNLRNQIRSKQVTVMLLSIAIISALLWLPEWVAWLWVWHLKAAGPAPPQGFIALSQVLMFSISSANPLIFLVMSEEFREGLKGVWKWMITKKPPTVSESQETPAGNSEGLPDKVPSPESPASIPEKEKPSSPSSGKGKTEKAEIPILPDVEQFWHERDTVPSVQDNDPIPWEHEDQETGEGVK
# Active calls of the source: *. Hits appear at their usual frequency; 3.4% or so of the library scored in one or more.
cpd	mol	MITF primary	FBW7 act
1	COCC(=O)Nc1c(C(=O)Nc2ccccc2)oc2ccccc12	-8	0.0
2	CC1(C)OC(=O)C(=CNc2cccc(O)c2)C(=O)O1	-5	-0.1
3	CCOCCCNC(=O)C(C)n1c2ccccc2c2cn[nH]c(=O)c21 (stereo unspecified)	-6	0.0
4	COc1ccc(CNC(=O)c2cnn3c(C)cc(C)nc23)cc1	11	-0.1
5	CCCNc1cc(N2CCc3ccccc3C2)ncn1	21	0.2
6	CCc1ccc(S(=O)(=O)NCc2csc(-c3ccc(OC)cc3)n2)s1	-1	-0.1
7	COc1cc(/C=C2/C(=O)c3cccc([N+](=O)[O-])c3C2=O)c(Br)cc1O	10	-0.2
8	CC(C)N1CCC(N2CCN(Cc3c(F)ccc(F)c3F)CC2CCO)CC1 (stereo unspecified)	-21	0.1

cpd	TEAD-YAP block	GPR151 activ
1	-23	-1.2
2	-2	0.6
3	2	-0.2
4	2	0.3
5	-4	-6.1
6	1	1.7
7	-6	-0.3
8	-1	0.7

# Additional records
cpd	mol	MITF primary	FBW7 act
9	C/C=C(\C)C(=O)N1CCc2c(cnc(C)c2CNS(=O)(=O)Cc2ccccc2)C1	7	0.1
10	Cc1nc(C(=O)N2CCC(C3(C)NC(=O)N(Cc4ccc(F)cc4)C3=O)CC2)cs1 (stereo unspecified)	8	-0.1
11	CCCCn1c(CNC(=O)c2ccc(OC)cc2)nnc1SCC(=O)Nc1sc2c(c1C(=O)OCC)CCC2	-6	0.0
12	COc1ccc(NC(=O)C(=O)NC2CCN(Cc3ccccc3)CC2)c(OC)c1	-10	-0.1
13	Cc1cc(C)c([N+](=O)[O-])c(C)c1NC(=O)c1ccccc1Br	-3	-0.1
14	CCOC(=O)C1(CCOc2ccccc2)CCN(Cc2ccc3nonc3c2)CC1	-6	-0.1
15	COc1ccc(/C=c2\sc3nc4c(C)cc(C)cc4n3c2=O)c(OC)c1	-2	0.0
16	CCC(C)NC(=O)CSc1nc2cc3c(cc2c(=O)n1Cc1ccc(C(=O)N2CCN(c4ccccc4)CC2)cc1)OCO3 (stereo unspecified)	-6	-0.2

cpd	TEAD-YAP block	GPR151 activ
9	-8	4.1
10	-2	0.0
11	2	-0.5
12	-10	-0.5
13	-2	0.7
14	-6	0.8
15	8	0.0
16	2	2.0

# (listing goes on)
cpd	mol	MITF primary	FBW7 act
17	COCCNC(=S)Nc1ccc(F)cc1	6	0.4
18	CC(=O)NC(c1ccc(N(C)C)cc1)c1ccc2cccnc2c1O (stereo unspecified)	59*	-2.0
19	Cn1c(NC(=O)COC(=O)c2ccc(N)cc2)cc(=O)n(C)c1=O	-6	-0.1
20	CCN(CC)CC(O)CN(c1ccccc1)S(=O)(=O)c1ccc2ccccc2c1 (stereo unspecified)	1	0.2
21	CCOc1ccc(-c2nc(-c3ccc(C)nc3OCC)no2)cc1	-8	-0.1
22	Cn1c2c(c(=O)n(C)c1=O)C(c1ccc(Cl)cc1)C1=C(COC1=O)N2 (stereo unspecified)	0	-0.2
23	CC(NCC(=O)Nc1ccc(Br)cc1)C1CC2CCC1C2 (stereo unspecified)	4	-0.2
24	CC(=O)c1ccc(NC(=O)CN2CCN(c3cccc(C)c3C)CC2)cc1	29	-0.2

cpd	TEAD-YAP block	GPR151 activ
17	11	-0.4
18	82*	-0.6
19	-7	-2.2
20	-3	2.0
21	-12	0.1
22	-3	1.1
23	27	-1.1
24	-7	0.4

# The listing continues:
cpd	mol	MITF primary	FBW7 act
25	NNc1nc2cc3c(cc2s1)OCCO3	19	0.0
26	CCC(C)OC(=O)C1CC=CCC1C(=O)Nc1ccc(C)cc1 (stereo unspecified)	5	0.0
27	CC1(C)CC(=O)C(C=Nc2ccc(Br)cc2)=C(O)C1	-10	0.2
28	CCCCc1ccc(N/C(N)=N/c2nc(C)cc(C)n2)cc1	7	0.3
29	NC1=NC(=O)C(CC(=O)Nc2ccc(NC(=O)CC3SC(N)=NC3=O)cc2)S1 (stereo unspecified)	55*	-0.2
30	O=C(Nc1ccc(C23CC4CC(CC(c5ccccc5)(C4)C2)C3)cc1)c1cc([N+](=O)[O-])ccc1Cl	11	0.2
31	CCOC(=O)C1=NNC(C(=O)c2ccc(OC)cc2)C1c1ccccc1Cl (stereo unspecified)	8	0.7
32	C=CCNC(=O)/C(=C\C=C\C)NC(=O)c1ccccc1	-8	0.1

cpd	TEAD-YAP block	GPR151 activ
25	9	1.0
26	5	1.6
27	6	0.0
28	54*	2.2
29	4	0.5
30	59*	-1.6
31	4	-0.4
32	-1	-0.5

# Entries by screen from the entries so far:
# MITF primary for nos. 26 to 32 → 5, -10, 7, 55*, 11, 8, -8
# FBW7 act for nos. 26 to 32 → 0.0, 0.2, 0.3, -0.2, 0.2, 0.7, 0.1

# Next part
cpd	mol	MITF primary	FBW7 act
33	CCN(CC)C(=O)CSc1nnc(-c2cccnc2)n1-c1ccccc1OC	13	0.1
34	COc1ccc2cc(CN(CCCO)S(=O)(=O)c3c(C)cc(C)cc3C)c(=O)[nH]c2c1	12	0.1
35	FC(F)(F)c1ccc(Cn2cnc3c(NCCN4CCOCC4)nc(-c4csc5ccccc45)nc32)cc1	2	-0.1
36	O=C(CCc1c[nH]c2ccccc12)N1CCn2c(nc3ccccc32)C1	7	-0.2
37	Cc1ccc(C(=O)N2CCN3C(=O)[C@H](C)NC(=O)[C@H]3C2)cc1	-2	-0.1
38	Cc1nnc(SCC(=O)Nc2ccc(N(C)C)cc2)[nH]c1=O	9	-0.1
39	CCC(C)C(=O)N1CCC(C(=O)Nc2ccc(-c3nc4ccccc4o3)cc2)CC1 (stereo unspecified)	-9	-0.1
40	Cc1nn(C(=O)c2nn(C)cc2Br)c(C)c1[N+](=O)[O-]	0	0.0

cpd	TEAD-YAP block	GPR151 activ
33	-4	1.0
34	0	-0.3
35	-1	0.6
36	-4	-0.7
37	6	-0.3
38	22	-0.3
39	-7	1.3
40	-4	1.0

# Carrying on.
cpd	mol	MITF primary	FBW7 act
41	COCCNC(=O)c1c(NC(=O)c2ccccc2OC)sc2c1CCCC2	-2	0.1
42	Nc1cc(OC(=O)c2ccccc2Cl)nn1S(=O)(=O)c1ccc(F)cc1	0	-0.1
43	COC(=O)c1ccccc1NC(=O)c1c([N+](=O)[O-])c(C)nn1C	-1	0.0
44	COc1ccc(Cl)cc1C(=O)N/C(=C\c1cccc([N+](=O)[O-])c1)C(=O)Nc1cc(Cl)ccc1Br	-4	-0.1
45	CCOC(=O)C(CC)Oc1ccc2c(=O)c(Oc3cc(C)ccc3C)coc2c1 (stereo unspecified)	2	0.0
46	O=S(=O)(NCCCN1CCOCC1)c1cccc(F)c1	-6	-0.1
47	CN(C(=O)c1cn(C)c(=O)c2ccccc12)c1ccccc1F	-3	-0.1
48	COc1cc(/C=C/C(=O)O)ccc1O	-2	0.3

cpd	TEAD-YAP block	GPR151 activ
41	-10	0.1
42	-3	-1.1
43	3	-2.4
44	-1	0.6
45	4	0.9
46	0	0.2
47	3	0.1
48	-11	-1.4

# Continued.
cpd	mol	MITF primary	FBW7 act
49	COc1ccc(N2Cc3ccc(C(=O)NN)cc3C2)cc1	26	0.1
50	C=CCn1c(SCC(=O)c2cc(OC)c(OC)cc2C)nc2sc3c(c2c1=O)CCCC3	13	0.1
51	COc1ccc(CNC(=O)CCCC2=NS(=O)(=O)c3ccccc3N2)cc1	-4	-0.1
52	CC(Sc1nc(N)cc(N)n1)c1nc2ccccc2c(=O)[nH]1 (stereo unspecified)	-3	-0.3
53	CCc1ccc(C(=O)N2CCN3C(=O)[C@H](Cc4c[nH]c5ccccc45)NC(=O)[C@H]3C2)cc1	12	0.0
54	O=C1N=C(N2CCOCC2)S/C1=C\c1ccc(O)cc1	11	0.0
55	COc1ccccc1C1CC(c2ccc(Cl)cc2)Nc2ncnn21 (stereo unspecified)	9	0.1
56	O=C(Nc1cccc([N+](=O)[O-])c1)C1CCCCC1	-14	0.0

cpd	TEAD-YAP block	GPR151 activ
49	-35	0.4
50	-1	0.6
51	-1	0.9
52	-6	0.7
53	-3	0.0
54	39*	3.6
55	5	0.5
56	2	-0.9

# Later entries
cpd	mol	MITF primary	FBW7 act
57	COc1ccc(/C=C2\SC(=O)N(CC(=O)N3CCOCC3)C2=O)cc1OC	-11	-0.3
58	CC(C)Nc1nc(NC(C)C)nc(SCC(N)=O)n1	10	0.2
59	CCC(C(=O)Nc1c[nH]c(=O)[nH]c1=O)c1ccccc1 (stereo unspecified)	19	0.2
60	COc1ccccc1NC(=O)N1CCc2c(F)c(F)c(F)c(F)c21	-6	-0.1
61	O=C(Cc1coc2ccc3ccccc3c12)Nc1ccc(Cl)cn1	-1	0.0
62	O=C(CSc1nnnn1-c1ccccc1)c1ccc(Br)s1	-1	0.0
63	CC1(C(=O)OCC23CC4CC(CC(C4)C2)C3)CCCCC1	1	-0.1
64	CCOC(=O)C1=CN(Cc2ccc(F)cc2)C=C(C(=O)OCC)C1c1cc(Br)c(OCC)c(OC)c1	3	-0.1

cpd	TEAD-YAP block	GPR151 activ
57	-8	3.0
58	-2	0.7
59	10	-2.1
60	-2	-1.4
61	0	0.2
62	-16	-0.3
63	-11	0.0
64	-6	1.1

# Further structures:
cpd	mol	MITF primary	FBW7 act
65	COc1ccc2cc(C(=O)O)ccc2c1	4	-0.2
66	C/C=C/COC(=O)C1=C(C)NC(=O)NC1c1ccc(OCc2ccccc2)c(OC)c1 (stereo unspecified)	3	0.0
67	COc1ccc(CCNC(=O)CSCc2nc3sc(C)c(C)c3c(=O)[nH]2)cc1	-1	0.0
68	Cc1ccnc(Nc2ccc(N3CCN(C(=O)c4ccccc4C)CC3)nn2)c1	3	-1.2
69	COCCN1C(=O)C2C(C(=O)Nc3cccc(C)c3)C3C=CC2(O3)C1C(=O)NC1CCCCC1C (stereo unspecified)	-10	0.0
70	COCc1cc(C)c(C#N)c(N(C)C)n1	7	0.0
71	Cc1ccc2cc(CN(CCN(C)C)C(=O)Nc3ccccc3)c(=O)[nH]c2c1	6	0.0
72	CCCN1CCc2nnc(C(C)NC(=O)CCOC)n2CC1 (stereo unspecified)	-9	0.7

cpd	TEAD-YAP block	GPR151 activ
65	4	-1.8
66	-6	-1.3
67	14	2.3
68	0	4.6
69	1	-1.5
70	2	0.9
71	2	1.9
72	-6	-0.6

# Going on with the list:
cpd	mol	MITF primary	FBW7 act
73	O=S(=O)(N/N=C/C=C/c1ccccc1)c1ccc(Cl)cc1	2	0.4
74	C=CCNC(=O)c1ccc2c(c1)N(Cc1cccc(C)c1)C(=O)CS2	3	-0.1
75	CCN(CC)CCN1CCN(c2ccnc3c(-c4ccccc4Cl)cnn23)CC1	-9	-0.1
76	Cc1sc2nc(C3CC3)n3c(=O)n(CC(=O)NC4CCCCC4)nc3c2c1C	-2	0.0
77	CC(NC(=O)c1ccccc1NC(=O)c1ccco1)c1ccccc1 (stereo unspecified)	12	1.4
78	Cc1ccc(OCC(=O)NCC2CCCCC2)c([N+](=O)[O-])n1	8	0.0
79	CN(C)c1nc(Oc2ccc(=O)n(-c3ccccc3)n2)nc(N(C)C)n1	-7	0.1
80	COc1cccc(C2OC(=O)C(O)=C2C(C)=O)c1 (stereo unspecified)	10	0.3

cpd	TEAD-YAP block	GPR151 activ
73	-2	-0.6
74	14	-0.5
75	-16	-0.3
76	4	-0.3
77	3	-0.4
78	-13	0.6
79	-1	0.1
80	-1	2.6

# Looked up by compound from the list above:
cpd	mol	MITF primary	FBW7 act
54	O=C1N=C(N2CCOCC2)S/C1=C\c1ccc(O)cc1	11	0.0
8	CC(C)N1CCC(N2CCN(Cc3c(F)ccc(F)c3F)CC2CCO)CC1 (stereo unspecified)	-21	0.1

cpd	TEAD-YAP block	GPR151 activ
54	39*	3.6
8	-1	0.7

# Remaining list, next part
cpd	mol	MITF primary	FBW7 act
81	CCC(C)C(=O)Nc1nnc(SCC(=O)NC(C)(C)C)s1 (stereo unspecified)	-1	-0.2
82	CC(=O)Nc1ccc(Nc2nc(Nc3ccccc3)nc3c2ncn3CCN2CCCC2=O)cc1	20	-0.1
83	Cc1cc(NS(=O)(=O)c2ccc(NC(=O)C3COc4ccccc4O3)cc2)nc(C)n1 (stereo unspecified)	2	0.0
84	COc1cccc(C(=O)Nc2ccc(O)c(-c3nc4cc(C)c(C)cc4o3)c2)c1	4	-0.6
85	CCOP(=O)(OCC)c1nc(-c2ccc(C)cc2)oc1NCc1cccnc1	9	0.2
86	OC1(c2cccnc2)CCN(Cc2nnnn2C2CCCCC2)CC1	-3	-0.1
87	Cc1cccc(-n2nc3c(c2NC(=O)c2ccc(OC(C)C)cc2)CS(=O)(=O)C3)c1C	-1	-0.1
88	O=C(c1ccco1)N1CCC(c2ccnc3nc(C(F)(F)F)nn23)CC1	11	-0.1
89	O=C(NCCCN1CCCCCC1)c1ccc(Cn2c(=S)[nH]c3cc4c(cc3c2=O)OCO4)cc1	3	-0.3
90	CC1CN(Cc2nc3c(c(=O)[nH]c(=O)n3C)n2Cc2ccccc2F)CC(C)O1 (stereo unspecified)	-8	0.0
91	COC(=O)[C@@H]1C[C@@H](NC(=O)Cc2ccc(F)cc2)CN1Cc1ccc(C)cc1C	-9	-0.1

cpd	TEAD-YAP block	GPR151 activ
81	5	-0.1
82	-6	-2.5
83	-12	0.5
84	0	-0.2
85	6	-0.4
86	0	1.4
87	5	1.4
88	1	0.6
89	-3	-0.2
90	3	1.1
91	3	-1.6
